From PubChem
Efa HMGR inh: inhibitors of E. faecalis class II HMGR, primary screen, biochemical, Enterococcus faecalis. purified E. faecalis HMGR, NADPH absorbance 340 nm kinetic. inhibition, % at 10 µM. HMG-CoA reductase (Enterococcus faecalis, mvaE). 190,000 compounds, 0.41% hits;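 active means inhibition above a set limit, the median over all tested compounds plus 3 SD, cut at about 9.5% in these data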;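 further: enzyme runs in reverse so mevalonate oxidation gives rising NADPH absorbance; 0% = complete reaction with DMSO and 100% = background rate lacking mevalonate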
Hsp70 act: Hsp70 transcriptional activators, primary screen, cell-based, HeLa, Hsp70 promoter luciferase, luminescence, 10 µM | activation, % at 10 µM | HeLa Hsp70 promoter luciferase reporter; scaled: vehicle 0, proteasome-inhibitor control 100% | 200,000 compounds, 0.04% hits | AID 1203, 2008;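 active means activation above the mean across all tested compounds plus 3 SD, cutoff set per campaign, cut at about 5.5% in these data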;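 further: 100% = MG132 at 30 µM as the positive control and 0% = DMSO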
TNAP inh noacc: human TNAP enzyme inhibitors, primary screen, biochemical, luminescent, no phosphate acceptor, uHTS; inhibition, % at 20 µM; purified TNAP, CDP-star luminescence, 30 min; 200,000 compounds, 0.26% hits; Alkaline phosphatase, tissue-nonspecific isozyme (Homo sapiens), P05186; AID 1012, 2008;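 active means tissue-nonspecific alkaline phosphatase inhibition above about 50% at 20 µM in the single-dose screen, limit read from the data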;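 further: 0% = DMSO negative control and 100% = EDTA positive control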
Target sequence (P05186 whole entry, looked up): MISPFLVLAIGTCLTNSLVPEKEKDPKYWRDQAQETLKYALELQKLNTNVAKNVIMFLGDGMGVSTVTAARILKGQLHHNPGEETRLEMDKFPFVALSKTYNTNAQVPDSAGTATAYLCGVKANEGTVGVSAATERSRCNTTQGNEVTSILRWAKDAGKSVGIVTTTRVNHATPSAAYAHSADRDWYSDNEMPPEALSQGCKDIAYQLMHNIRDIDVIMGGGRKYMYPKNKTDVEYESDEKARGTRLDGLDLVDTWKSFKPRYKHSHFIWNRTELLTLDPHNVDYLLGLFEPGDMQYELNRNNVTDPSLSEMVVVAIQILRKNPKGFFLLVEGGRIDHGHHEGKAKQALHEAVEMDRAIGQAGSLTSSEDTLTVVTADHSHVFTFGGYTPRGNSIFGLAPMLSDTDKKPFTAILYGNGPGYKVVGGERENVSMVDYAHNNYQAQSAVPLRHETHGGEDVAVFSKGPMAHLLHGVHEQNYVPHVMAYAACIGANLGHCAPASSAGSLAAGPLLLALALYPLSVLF
RAM network inh: inhibitors of the yeast RAM network, primary screen, dse1pr::URA3 reporter, 5-FOA selection | S. cerevisiae dse1pr::URA3 reporter, 5-FOA growth OD615, 2 d; analog-sensitive cbk1-as2 kinase mutant strain | inhibition, % at 50 µM | 190,000 compounds, 1.8% hits | AID 868, 2007;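 active means inhibition above a set limit, 3 SD over mean compound inhibition, cut at about 8.4% in these data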;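 further: 0% = DMSO-only wells with no growth and 100% = 10 µM 1-NA-PP1 full growth; inhibition rescues growth on 5-FOA so higher OD means more RAM inhibition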
L major viab: Leishmania major promastigote growth inhibition, primary screen; inhibition, % at 10 µM; 200,000 compounds, 9% hits; AID 1063, 2008; Leishmania major promastigotes, resazurin fluorescence viability; in the data active means inhibition above about 50%;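 further: promastigotes grown with compound for 44 hours at 28 °C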
PMI act hi M6P: human PMI activators, high substrate, primary screen, biochemical, fluorescence intensity, near-saturating mannose 6-phosphate; AID 1216, 2008; Mannose-6-phosphate isomerase (Homo sapiens), P34949; activation factor at 20 µM; coupled PMI enzyme assay, resazurin fluorescence, 20 min; active compounds read high; 1 = untreated enzyme, 0 = substrate-free blank; 190,000 compounds, 0.34% hits;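 active means activation factor of 2 or more at 20 µM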
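Test system: Human PMI in coupled enzyme assay | Input: 15 ng/mL PMI | Medium: HEPES-buffered pH 7.4 with magnesium and detergent | Compound: One concentration, 20 µM, in 1% DMSO | Incubation: Enzyme reaction with compound 20 min at room temperature | Detection: Diaphorase-driven resazurin-to-resorufin fluorescence, excitation 544, emission 590 nm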
PMI activator: activators of human PMI, primary screen, biochemical, fluorescence intensity, near-Km mannose 6-phosphate. purified human PMI, coupled resazurin fluorescence, 20 min; active compounds read high; 1 = vehicle control, 0 substrate-free wells. AID 1214, 2008. 190,000 compounds, 0.005% hits. activation factor at 20 µM. Mannose-6-phosphate isomerase (Homo sapiens), P34949;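 active means activation factor of 2 or more at 20 µM, relative to plate controls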
TNAP inh hiacc: human TNAP enzyme inhibitors, primary screen, biochemical, luminescent, high phosphate acceptor level, uHTS; Alkaline phosphatase, tissue-nonspecific isozyme (Homo sapiens), P05186; purified TNAP, CDP-star luminescence, 1 M DEA; inhibition, % at 20 µM; 200,000 compounds, 0.03% hits; AID 1135, 2008;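 active means over 50% inhibition of tissue-nonspecific alkaline phosphatase at 20 µM in the single-dose screen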;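 further: plate controls were DMSO wells for no effect and EDTA-quenched wells as full inhibition for full effect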
Redox H2O2 prof: compounds producing H2O2 with reducing agent – biochemical, NIH compound library profiling, artefact control for MLSCN library redox annotation, primary screen; activation, % at 10 µM; DTT-dependent redox cycling H2O2, phenol red/HRP absorbance; 100% = 100 µM peroxide control, 0% = buffer; AID 878, 2007; 200,000 compounds, 0.03% hits;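 active means activation of at least 50% relative to the plate's high and low controls in the primary single-dose screen; inactive means activation below 50%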;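 further: compound incubated with DTT at 0.8 mM final as the reducing agent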
S1P3 antagonist: S1P3 receptor antagonists, primary screen, cell-based. 170,000 compounds, 0.27% hits. CHO S1P3 NFAT-BLA reporter, FRET fluorescence, antagonist mode. inhibition, % at 4.98 µM. Sphingosine 1-phosphate receptor 3 (Homo sapiens), Q99500. AID 485, 2006;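 active means inhibition above the plate cutoff, the mean inhibition of test wells on that plate plus 3 SD, cut at about 28% in these data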;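 further: cells challenged with S1P at its EC80 of 0.8 µM; blue over green emission ratio from cleaved BLA substrate after 4 h stimulation; 0% = S1P-stimulated wells and 100% = unstimulated DMSO-only wells; some compounds past the cut are filed as inactive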
* marks the source's active call; other numbers are inactive results; / = no result given.

Compound	Efa HMGR inh	Hsp70 act	TNAP inh noacc	RAM network inh	L major viab	PMI act hi M6P	PMI activator	TNAP inh hiacc	Redox H2O2 prof	S1P3 antagonist
CC(O)C(NC=C1C(=O)OC(C)(C)OC1=O)C(=O)O (stereo unspecified)	2	-0.1	-2	0.0	0	1.1	1.2	-3	1.1	-5
O=C(NCc1ccccc1)C1C(=O)N(Cc2ccccc2)C(=O)C1C1(O)CCCC1 (stereo unspecified)	1	-0.4	-16	0.0	-4	1	1	-9	0.0	/
CCN1C(=O)c2ccc(C(=O)O)cc2C1=O	0	-0.2	-9	0.2	0	1.1	1.2	-3	9.6	-20
Cc1ccc(C(=O)NCCc2nnc3ccc(SCC(=O)Nc4ccc(C)cc4C)nn23)cc1	2	-0.3	5	0.9	-5	1	0.9	-5	0.2	-12
Cc1nn(-c2ccccc2)c(C)c1/C=N\NS(=O)(=O)c1ccc(Cl)cc1	-2	-0.3	-17	0.4	-6	1	0.9	-12	0.2	/
COc1ccc(CC(=O)Nc2cc(C)c3c(=O)oc4ccccc4c3n2)cc1	/	/	-5	/	/	0.9	0.9	-2	/	-17
C/C(=N\NC(=O)OC(C)(C)C)c1cccc([N+](=O)[O-])c1	-4	-0.1	1	2.7	-9	0.9	0.9	-2	0.4	1
CCN(CC)S(=O)(=O)c1ccc(S(=O)(=O)Nc2cc3c(cc2C(C)=O)OCO3)cc1	-5	0.1	-7	3.9	-5	1.1	1.1	-5	2.9	15
CCN(CC)S(=O)(=O)c1ccc2[nH]cc(C(=O)NCCN3CCCCC3C)c(=O)c2c1 (stereo unspecified)	-9	-0.4	0	0.9	-4	1.1	1.1	-4	1.7	-8
O=C(Nc1nnc(SCc2ccc(Cl)cc2)s1)C1CC(=O)N(Cc2ccccc2)C1 (stereo unspecified)	4	-0.2	-16	4.8	-9	1.1	0.9	1	-0.5	6
CCOc1cc2c(C)cc(=O)oc2cc1Cl	2	-0.1	-4	0.8	-6	1.1	1.1	-6	1.8	10
CC(C)C(=O)Nc1nc(-c2ccccc2)ns1	-5	0.4	-3	-1.2	0	0.9	0.8	0	-0.1	/
Cc1cc(C(=O)N/N=C/c2ccc(O)c(O)c2O)c(C)n1-c1ccccc1	3	0.0	-32	3.6	-8	0.3	0.2	13	-1.6	-10
Cc1ccccc1C1CC(c2cccs2)Nc2nnnn21 (stereo unspecified)	3	-0.4	-5	1.1	0	1.1	1	-4	-0.1	-13
O=C(NN1CCOCC1)c1cc(-c2ccc(Cl)c(Cl)c2)nc2ccccc12	1	0.1	0	3.4	-2	1.1	1	-1	-0.3	1
CN(C)S(=O)(=O)Nc1ccccc1F	-2	0.0	-8	1.9	2	1.1	1.1	-11	-0.5	-12
O=C(Nc1cc(Cl)ccc1O)c1snnc1-c1ccccc1	-1	0.2	3	0.5	9	1	0.9	4	1.7	/
Cc1cc(Cl)c(S(=O)(=O)N2CC(C)OC(C)C2)cc1OCC(N)=O (stereo unspecified)	-2	-0.1	-9	-0.3	-3	0.9	0.9	-2	7.7	-4
Cc1noc(C)c1S(=O)(=O)NCCN1CCN(c2ccccc2)CC1	-1	-0.2	-9	0.7	-2	1	1	-1	-0.2	/
COc1ccccc1C(=O)C1CCCN(C(=O)c2cccnc2SC)C1 (stereo unspecified)	-2	-0.5	-10	0.8	-6	1.1	1	-4	-0.9	11
O=C(c1ccccc1)c1cccn1CC(=O)N1CCCCCC1	-6	0.0	-17	-0.8	6	1.1	1	-5	1.2	-6
Cc1occc1C(=O)NCc1ccc2c(c1)OCO2	-1	-0.3	-7	0.9	-1	1	1	-4	0.1	/
CSCCOC(=O)COc1ccc(/C=N/NC(=O)c2nn(C)cc2Cl)cc1	-1	-0.3	-5	0.4	2	0.9	0.9	-2	-0.2	14
Cc1ccc(OCc2nnc(SCC(=O)Nc3ccc4c(c3)OCCO4)n2Cc2ccco2)cc1	0	0.2	-18	12*	96*	1	1.1	-9	0.0	-11
CCCCCC(=O)Nc1ccc(Cc2ccncc2)cc1	-16	-0.4	-8	-1.1	-1	1.1	1	3	1.4	/

Rewritten with values under each structure: part of the list above.
Results follow in this order: Efa HMGR inh	Hsp70 act	TNAP inh noacc	RAM network inh	L major viab	PMI act hi M6P	PMI activator	TNAP inh hiacc	Redox H2O2 prof	S1P3 antagonist
CN(C)S(=O)(=O)Nc1ccccc1F
  -2	0.0	-8	1.9	2	1.1	1.1	-11	-0.5	-12
CSCCOC(=O)COc1ccc(/C=N/NC(=O)c2nn(C)cc2Cl)cc1
  -1	-0.3	-5	0.4	2	0.9	0.9	-2	-0.2	14

Pulled by structure from the list above, 7 records:
Compound	Efa HMGR inh	Hsp70 act	TNAP inh noacc	RAM network inh	L major viab	PMI act hi M6P	PMI activator	TNAP inh hiacc	Redox H2O2 prof	S1P3 antagonist
CSCCOC(=O)COc1ccc(/C=N/NC(=O)c2nn(C)cc2Cl)cc1	-1	-0.3	-5	0.4	2	0.9	0.9	-2	-0.2	14
Cc1cc(Cl)c(S(=O)(=O)N2CC(C)OC(C)C2)cc1OCC(N)=O (stereo unspecified)	-2	-0.1	-9	-0.3	-3	0.9	0.9	-2	7.7	-4
CN(C)S(=O)(=O)Nc1ccccc1F	-2	0.0	-8	1.9	2	1.1	1.1	-11	-0.5	-12
CCCCCC(=O)Nc1ccc(Cc2ccncc2)cc1	-16	-0.4	-8	-1.1	-1	1.1	1	3	1.4	/
Cc1ccc(OCc2nnc(SCC(=O)Nc3ccc4c(c3)OCCO4)n2Cc2ccco2)cc1	0	0.2	-18	12*	96*	1	1.1	-9	0.0	-11
O=C(Nc1nnc(SCc2ccc(Cl)cc2)s1)C1CC(=O)N(Cc2ccccc2)C1 (stereo unspecified)	4	-0.2	-16	4.8	-9	1.1	0.9	1	-0.5	6
Cc1nn(-c2ccccc2)c(C)c1/C=N\NS(=O)(=O)c1ccc(Cl)cc1	-2	-0.3	-17	0.4	-6	1	0.9	-12	0.2	/
